VCAM1 TNFa inh = inhibitors of TNFa-induced VCAM1 expression, primary screen, imaging, HUVEC, TNFa stimulus, immunofluorescence; HUVEC TNFa-induced VCAM-1 immunofluorescence, high-content imaging; inhibition, % at 2 µM; 0.48% of 95,000 active; AID 802, 2007;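 active = inhibition above the batch mean plus 3 SD, with images confirmed as a hit by eye, cut at about 37% in these data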;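 also: 0% = TNF-stimulated DMSO wells and 100% = unstimulated control wells; not every result past the cut was called active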
Smad3 FoxH1 inh = Smad3/FoxH1 peptide binding inhibitors, primary screen, biochemical, TR-FRET; Mothers against decapentaplegic homolog 3 (Homo sapiens), P84022; TR-FRET Smad3/Dy647-FoxH1 peptide binding, europium anti-His; inhibition, % at 25 µM; 0.29% of 88,000 active; AID 630, 2007;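 active = compounds that reduce the energy-transfer binding signal between the protein and its labelled peptide by more than half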;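 also: 0% = Smad3 plus labelled peptide maximal FRET and 100% = peptide-only background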
Lung fibro prol = antiproliferative effect on LL 47 fibroblasts – human, LL 47 cells, CellTiter-Glo luminescence, primary screen; LL 47 human lung fibroblast viability, ATP luminescence; active compounds read low; viability, % at 10 µM; 1.1% of 85,000 active;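 active = viability at or below 50% in the single dose screen; inactive = viability above 50%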;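 also: compound exposure lasted 72 h before the ATP readout; 100% = median luminescence of untreated cell-only wells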
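Material: Human LL 47 lung fibroblast cells | Input: 1,150 cells/well | Buffer or medium: IMEM plus 15% FBS | Compound dosing: 0.1% DMSO in all compound wells | Times: Overnight cell rest, 72 h compound treatment at 37 °C | Signal: CellTiter-Glo luminescence measuring cellular ATP | Measure: % viability versus median cells-only luminescence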
HUVEC prolif 384 = inhibitors of HUVEC proliferation, primary screen, cell-based, 384-well; CellTiter-Glo luminescence, 72 h; active compounds read low; viability, % at 10 µM (by protocol); 1.1% of 86,000 active;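 active = viability at or below 30%; inactive = viability above 30%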;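 also: 100% = median luminescence of DMSO-only cell control wells on each plate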
HUVEC tox IL1B = cytotoxicity in IL-1B stimulated HUVEC, primary screen, cytotoxicity control for IL-1B NFkB translocation project, imaging, Hoechst nuclear count, IL-1B stimulus; HUVEC cell count loss; cell count reduction, % at 2 µM; 0.41% of 94,000 active;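 active = cell count reduction more than 3 SD above the screen-wide mean, cut at about 70% in these data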;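 also: normalized per plate to untreated control cells as the no-loss baseline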
H69AR inhibit = proliferation blockers of H69AR lung cancer cells, primary screen, cell-based, human, 86K library. AID 598, 2007. viability, % at 10 µM. H69AR lung tumor viability, ATP luminescence, 72 h; active compounds read low. 6% of 85,000 active;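 active = viability at or below 40%; inactive = viability above 40%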;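 also: multidrug resistant small cell line overexpressing MRP-1 efflux transporter; 100% = mean luminescence of untreated control wells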
cytoskel mod = modifiers of F-actin cytoskeleton organization, primary screen, imaging, HUVEC, phalloidin staining, high-content imaging; HUVEC TNFa F-actin phalloidin imaging; inhibition, % at 2 µM; 0.18% of 91,000 active;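 active = inhibition above the batch mean plus 3 SD and confirmed as a hit by visual image inspection, cut at about 30% in these data, passing the limit was not always enough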; also: strong numbers were not always called active
TNFa cytotox = cytotoxicity in TNFa-stimulated HUVEC, primary screen, cytotoxicity control for VCAM1 expression modulator project, imaging, Hoechst nuclei count; HUVEC TNFalpha-stimulated, Hoechst cell count; cell count reduction, % at 2 µM; 0.17% of 93,000 active;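 active = cell count reduction exceeding the screen mean by over 5 SD, scaled to untreated wells per plate, cut at about 78% in these data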;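 also: cells counted after 24 h of TNF alpha exposure following the 1 h pretreatment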
Pyk2 oligo antag = antagonists of Pyk2 self-association, primary screen, Q293 cells, FERM NanoBiT luminescence, HTS; Protein-tyrosine kinase 2-beta (Homo sapiens), Q14289; active compounds read low; z-score (the deposit names both 25 µM and 10 µM); 0.83% of 99,000 active; AID 1347419, 2020;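 active = Z-score of -3 or lower, scaled per plate to the spread of control and sample wells; inactive = z-score above -3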;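 also: negative z-score means lost luminescence so less FERM oligomerization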
Target sequence (Q14289 whole entry, looked up): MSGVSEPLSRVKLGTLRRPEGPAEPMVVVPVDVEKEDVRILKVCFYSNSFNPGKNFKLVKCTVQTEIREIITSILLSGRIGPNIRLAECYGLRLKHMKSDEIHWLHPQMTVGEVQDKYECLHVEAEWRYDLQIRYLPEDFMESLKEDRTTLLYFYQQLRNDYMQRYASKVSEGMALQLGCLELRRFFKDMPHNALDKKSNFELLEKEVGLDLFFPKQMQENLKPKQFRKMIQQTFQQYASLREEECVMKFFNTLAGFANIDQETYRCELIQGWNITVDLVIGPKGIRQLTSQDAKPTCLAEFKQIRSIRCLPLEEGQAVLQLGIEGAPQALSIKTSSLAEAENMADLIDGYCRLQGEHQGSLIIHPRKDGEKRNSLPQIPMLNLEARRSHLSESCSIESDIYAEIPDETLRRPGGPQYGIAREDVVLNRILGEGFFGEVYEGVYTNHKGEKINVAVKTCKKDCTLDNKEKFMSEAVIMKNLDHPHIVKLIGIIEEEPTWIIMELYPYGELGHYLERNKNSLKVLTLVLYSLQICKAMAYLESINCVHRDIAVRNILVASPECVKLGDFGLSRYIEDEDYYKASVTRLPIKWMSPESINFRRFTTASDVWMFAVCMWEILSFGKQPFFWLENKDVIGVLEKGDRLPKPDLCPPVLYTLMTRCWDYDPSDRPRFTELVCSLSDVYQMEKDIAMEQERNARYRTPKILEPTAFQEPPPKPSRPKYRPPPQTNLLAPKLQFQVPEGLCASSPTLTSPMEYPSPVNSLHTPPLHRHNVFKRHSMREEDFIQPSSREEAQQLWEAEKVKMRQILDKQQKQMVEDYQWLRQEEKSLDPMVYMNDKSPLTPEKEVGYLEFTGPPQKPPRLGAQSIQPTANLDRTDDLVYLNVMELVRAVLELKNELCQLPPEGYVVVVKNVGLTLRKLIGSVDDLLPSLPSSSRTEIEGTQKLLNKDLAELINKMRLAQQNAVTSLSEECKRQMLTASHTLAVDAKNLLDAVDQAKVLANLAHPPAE
Starred values were filed as active, the others as inactive; [ ] = dose if it differs, or a comment. Only part of the results is shown. The share of hits here may be higher or lower than overall.

What do the screens show for `CCc1ccc(C2C(C#N)=C(N)SC(N)=C2C#N)cc1`?
VCAM1 TNFa inh: 9; Smad3 FoxH1 inh: 15[fluorescence artefact?]; Lung fibro prol: 97; HUVEC prolif 384: 102; HUVEC tox IL1B: 28; H69AR inhibit: 86; cytoskel mod: -6; TNFa cytotox: -39; Pyk2 oligo antag: -1

What do the screens show for `COc1ccc(OCCSc2nnc(CC(=O)Nc3cccc(Cl)c3Cl)n2C)cc1`?
VCAM1 TNFa inh: 10; Smad3 FoxH1 inh: -11; Lung fibro prol: 91; HUVEC prolif 384: 96; HUVEC tox IL1B: 16; H69AR inhibit: 100; cytoskel mod: 18; TNFa cytotox: 0; Pyk2 oligo antag: 1.5

How did COCCNC(C(=O)Nc1cc(Cl)cc(Cl)c1)c1ccccc1 (stereo not drawn) do in these assays?
VCAM1 TNFa inh: 18; HUVEC tox IL1B: 2; cytoskel mod: -10; TNFa cytotox: 3; Pyk2 oligo antag: -1

Results for O=C(O)C1CC=CCC1C(=O)NCc1ccccc1 (stereo not drawn) ?
VCAM1 TNFa inh: -7; Smad3 FoxH1 inh: 9; Lung fibro prol: 95; HUVEC prolif 384: 96; HUVEC tox IL1B: -12; H69AR inhibit: 100; cytoskel mod: -1; TNFa cytotox: 3; Pyk2 oligo antag: 0.32

How did O=C(c1cc(-c2cccc(O)c2)on1)N1CCc2ccccc2C1 do in these assays?
Smad3 FoxH1 inh: 14[fluorescence artefact?]; Lung fibro prol: 99; HUVEC prolif 384: 87; H69AR inhibit: 90

What do the screens show for `Cc1cc(C)n(CC(O)Cn2c(C)c(C)c3ccccc32)n1` (stereo not drawn)?
VCAM1 TNFa inh: -7; Smad3 FoxH1 inh: -2; Lung fibro prol: 98; HUVEC prolif 384: 91; HUVEC tox IL1B: -4; H69AR inhibit: 50; cytoskel mod: 0; TNFa cytotox: -4; Pyk2 oligo antag: 0.17

What do the screens show for `Cc1ccc(N2C(=O)C(Cl)=C(N3CCN(C)CC3)C2=O)c(C)c1`?
VCAM1 TNFa inh: 9; Smad3 FoxH1 inh: 0; Lung fibro prol: 106; HUVEC prolif 384: 93; HUVEC tox IL1B: -5; H69AR inhibit: 54; cytoskel mod: -1; TNFa cytotox: -15; Pyk2 oligo antag: 0.8

Results for CCc1ccccc1NC(=O)/C(=C/c1ccco1)c1ccccc1 ?
VCAM1 TNFa inh: 2; Smad3 FoxH1 inh: 81*[fluorescence artefact?]; Lung fibro prol: 93; HUVEC prolif 384: 76; HUVEC tox IL1B: -2; H69AR inhibit: 84; cytoskel mod: -6; TNFa cytotox: -19; Pyk2 oligo antag: -0.28

What do the screens show for `Cc1ccc2c(C)ccc(O)c2n1`?
VCAM1 TNFa inh: 6; Smad3 FoxH1 inh: 1; Lung fibro prol: 89; HUVEC prolif 384: 17*; HUVEC tox IL1B: 76*; H69AR inhibit: 29*; TNFa cytotox: -18; Pyk2 oligo antag: 0.57

Results for O=C(COC(=O)c1ccncc1)NCc1ccccc1 ?
VCAM1 TNFa inh: -11; Smad3 FoxH1 inh: 4; HUVEC prolif 384: 104; HUVEC tox IL1B: 4; H69AR inhibit: 92; cytoskel mod: -12; TNFa cytotox: -22; Pyk2 oligo antag: 0.16

What do the screens show for `CC1(C)CC(=O)C(C(C2=C(O)CC(C)(C)CC2=O)c2cccnc2)C(=O)C1` (stereo not drawn)?
Smad3 FoxH1 inh: 8; Lung fibro prol: 96; HUVEC prolif 384: 104; H69AR inhibit: 97; Pyk2 oligo antag: -0.17

Results for COc1cc(C(C[N+](=O)[O-])c2c(-c3ccccc3)cc3ccccn23)cc(OC)c1OC (stereo not drawn) ?
VCAM1 TNFa inh: 8; Smad3 FoxH1 inh: 8; Lung fibro prol: 34*; HUVEC prolif 384: 64; HUVEC tox IL1B: -6; H69AR inhibit: 11*; TNFa cytotox: -29; Pyk2 oligo antag: -0.15

What do the screens show for `COc1ccc(CNC(=O)C(c2cccs2)N(Cc2ccco2)C(=O)Cc2cccs2)cc1` (stereo not drawn)?
VCAM1 TNFa inh: -6; Smad3 FoxH1 inh: 0; Lung fibro prol: 105; HUVEC prolif 384: 88; HUVEC tox IL1B: 4; H69AR inhibit: 75; cytoskel mod: 8; TNFa cytotox: -18; Pyk2 oligo antag: -0.76

What do the screens show for `COC(=O)CC1COc2ccccc2N1C(=O)c1ccc(C(C)(C)C)cc1` (stereo not drawn)?
VCAM1 TNFa inh: 5; HUVEC tox IL1B: -12; cytoskel mod: -10; TNFa cytotox: -8; Pyk2 oligo antag: 0.46

What do the screens show for `CC(=O)OC(C(=O)Nc1ccccc1C)C(OC(C)=O)C(OC(C)=O)C(OC(C)=O)C(=O)Nc1ccccc1C` (stereo not drawn)?
VCAM1 TNFa inh: -8; Smad3 FoxH1 inh: -8; Lung fibro prol: 101; HUVEC prolif 384: 96; HUVEC tox IL1B: -5; H69AR inhibit: 92; cytoskel mod: 14; TNFa cytotox: -32

Results for Cc1ccc(S(=O)(=O)N(CC(=O)NC2CCCCCC2)c2ccccc2F)cc1 ?
VCAM1 TNFa inh: -26; Smad3 FoxH1 inh: 9; Lung fibro prol: 90; HUVEC prolif 384: 71; HUVEC tox IL1B: -4; H69AR inhibit: 81; cytoskel mod: -22; TNFa cytotox: -16; Pyk2 oligo antag: -0.96

How did O=C1C=C(N2CCN(C(=O)c3ccccc3)CC2)C2(CCCCC2)O1 do in these assays?
VCAM1 TNFa inh: 20; HUVEC tox IL1B: -3; cytoskel mod: 15; TNFa cytotox: -8; Pyk2 oligo antag: -0.67

Results for O=C(O)CCCCCNC(=O)c1cccc(Br)c1 ?
VCAM1 TNFa inh: 14; Smad3 FoxH1 inh: 2; Lung fibro prol: 96; HUVEC prolif 384: 82; HUVEC tox IL1B: -2; H69AR inhibit: 96; cytoskel mod: 11; TNFa cytotox: -1; Pyk2 oligo antag: -0.31

Results for O=S(=O)(Nc1ccc(N2CCOCC2)cc1)c1ccccc1 ?
VCAM1 TNFa inh: 6; Smad3 FoxH1 inh: 0; Lung fibro prol: 99; HUVEC prolif 384: 109; HUVEC tox IL1B: 15; H69AR inhibit: 96; TNFa cytotox: 14; Pyk2 oligo antag: -0.05

What do the screens show for `CCOC(=O)C1CCN(C(=O)c2cc(OCC)c(OCC)c(OCC)c2)CC1`?
VCAM1 TNFa inh: 8; Smad3 FoxH1 inh: 5; Lung fibro prol: 96; HUVEC prolif 384: 85; HUVEC tox IL1B: -15; H69AR inhibit: 85; cytoskel mod: 1; TNFa cytotox: -5; Pyk2 oligo antag: -0.38

What do the screens show for `CCOc1ccccc1N(CC(=O)NC1CCCC1)C(=O)CCCC(=O)Nc1ccccn1`?
VCAM1 TNFa inh: -21; Smad3 FoxH1 inh: -15; Lung fibro prol: 99; HUVEC prolif 384: 110; HUVEC tox IL1B: -18; H69AR inhibit: 90; cytoskel mod: 1; TNFa cytotox: -23; Pyk2 oligo antag: 0.11

How did Cn1nc(C(F)(F)F)c(C#N)c1N1CCN(c2ccc(F)cc2)CC1 do in these assays?
VCAM1 TNFa inh: 4; Smad3 FoxH1 inh: -2; Lung fibro prol: 88; HUVEC prolif 384: 70; HUVEC tox IL1B: -19; H69AR inhibit: 93; cytoskel mod: 8; TNFa cytotox: 11; Pyk2 oligo antag: -0.93

Results for C=CCOC(=O)C1=C(C)NC(C)=C(C(=O)OCC=C)C1/C=C/c1ccccc1 ?
VCAM1 TNFa inh: 13; HUVEC tox IL1B: -37; cytoskel mod: 14; TNFa cytotox: 11; Pyk2 oligo antag: -2.9

What do the screens show for `CCCCCOC(=O)Cc1c(C)nc(-c2ccccc2)[nH]c1=O`?
VCAM1 TNFa inh: 11; Smad3 FoxH1 inh: -2; Lung fibro prol: 102; HUVEC prolif 384: 110; HUVEC tox IL1B: -9; H69AR inhibit: 101; cytoskel mod: -4; TNFa cytotox: -8; Pyk2 oligo antag: 0.41

Results for Cc1ccc(NC(=O)CC2SC3=NCCN3C2=O)cc1 (stereo not drawn) ?
VCAM1 TNFa inh: 6; Smad3 FoxH1 inh: 4; Lung fibro prol: 98; HUVEC prolif 384: 99; HUVEC tox IL1B: -7; H69AR inhibit: 101; cytoskel mod: 2; TNFa cytotox: 18; Pyk2 oligo antag: 0.97

What do the screens show for `CC(C)(C)c1cc(Cc2ccccc2)[nH]n1`?
VCAM1 TNFa inh: 0; Smad3 FoxH1 inh: 9[fluorescence artefact?]; Lung fibro prol: 92; HUVEC prolif 384: 95; HUVEC tox IL1B: -1; H69AR inhibit: 89; cytoskel mod: -4; TNFa cytotox: 3; Pyk2 oligo antag: -0.43

Results for COc1ccc(N2CCN(Cc3cc(=O)oc4cc(-c5ccccc5)c(O)cc34)CC2)cc1 ?
VCAM1 TNFa inh: 1; Smad3 FoxH1 inh: 3; Lung fibro prol: 7.6*; HUVEC prolif 384: 32; HUVEC tox IL1B: -81; H69AR inhibit: 3.1*; cytoskel mod: 11; TNFa cytotox: -38; Pyk2 oligo antag: -0.42

Results for COc1ccc(N2CCN(C(=O)c3ccc(S(=O)(=O)N4CCOCC4)cc3)CC2)cc1 ?
VCAM1 TNFa inh: -3; Smad3 FoxH1 inh: -10; Lung fibro prol: 94; HUVEC prolif 384: 101; HUVEC tox IL1B: -16; H69AR inhibit: 94; cytoskel mod: -21; TNFa cytotox: -32; Pyk2 oligo antag: 0.72

What do the screens show for `CCc1ccc(N2C(=O)Cc3c2nc(N)c(C#N)c3N)cc1`?
VCAM1 TNFa inh: 28; HUVEC tox IL1B: 37; cytoskel mod: -10; TNFa cytotox: 2; Pyk2 oligo antag: 2.5

How did O=C(Nn1cnc2ccccc2c1=O)c1ccc(F)cc1Cl do in these assays?
VCAM1 TNFa inh: 0; Smad3 FoxH1 inh: -1; Lung fibro prol: 89; HUVEC prolif 384: 95; HUVEC tox IL1B: -8; H69AR inhibit: 88; cytoskel mod: -2; TNFa cytotox: -20; Pyk2 oligo antag: -0.48

What do the screens show for `COC(=O)C(CCSC)NC(=O)CNS(=O)(=O)c1ccc(Br)cc1` (stereo not drawn)?
VCAM1 TNFa inh: -8; HUVEC tox IL1B: 20; cytoskel mod: -1; TNFa cytotox: 29; Pyk2 oligo antag: 0.44

Results for CCOc1ccc2c(c1)cc(CN(C(=O)CC)C1CCCCC1)c1nnnn12 ?
Smad3 FoxH1 inh: 17; Lung fibro prol: 83; HUVEC prolif 384: 106; H69AR inhibit: 55; Pyk2 oligo antag: -0.43

What do the screens show for `O=C(Nc1ccc2c(c1)OCO2)N1CCOCC1`?
VCAM1 TNFa inh: -2; Smad3 FoxH1 inh: -3; Lung fibro prol: 88; HUVEC prolif 384: 89; HUVEC tox IL1B: -6; H69AR inhibit: 99; cytoskel mod: -2; TNFa cytotox: 8; Pyk2 oligo antag: 0.33

How did CCOC(=O)C1CCN(C(=O)C2CC(=O)N(c3ccc(C)cc3)C2)CC1 (stereo not drawn) do in these assays?
VCAM1 TNFa inh: 5; Smad3 FoxH1 inh: 8; Lung fibro prol: 92; HUVEC prolif 384: 83; HUVEC tox IL1B: 4; H69AR inhibit: 76; cytoskel mod: 4; TNFa cytotox: -24; Pyk2 oligo antag: 2.1

Bioassay records as filed in PubChem.
